T cell HTS: T cell immune modulation candidate | 2C CD8+ T cell-vesicle binding, flow cytometry; stronger effect = lower value | calls only at 7 µM | actives 0.068% (n = 330,000);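 active = response, share of CD8 T cells binding vesicles, and their 90th percentile fluorescence all below set limits, cut at about 80% in these data, passing the limit was not always enough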
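Assay system – 2C mouse CD8+ T cells · Also added – QL9-loaded Drosophila micro-vesicles · Timing – Cell–vesicle co-incubation 1.5 h at 37 °C, staining 20 min on ice · Signal – flow cytometry of vesicle-bound cells · Measure – percent CD8+ FL2 mean versus row control · Controls – Peptide-free naked vesicles (low) and QL9 vesicles with 0.7% DMSO vehicle (high)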
West Nile virus CPE: inhibition of WNV-induced cytopathic effect – cell-based, CPE readout (AID 1621); actives 0.02% (n = 290,000); West Nile virus-infected cells, CPE inhibition; higher % means a stronger effect; one-dose CPE inhibition, % at 10 µM; IC50 in µM for titrated hits; in the data active = a potency from the dose series; inconclusive = CPE inhibition mostly from about 3.7% at the one dose, without a potency; inactive = the rest, 99 in 100 with CPE inhibition below about 2.2%; also: strong numbers were not always called active
RSV antiviral HEp-2: inhibition of RSV-induced cytopathic effect – HEp-2 cells, primary 10 µM value included (AID 2391); HEp-2 cells, RSV-induced CPE inhibition; higher % means a stronger effect; CPE inhibition, % at 10 µM, or IC50 in µM where a hit was titrated; actives 0.13% (n = 310,000); in the data active = a potency from the dose series; inconclusive = CPE inhibition mostly from about 23% at the one dose, without a potency; inactive = the rest, 99 in 100 with CPE inhibition below about 21%; also: strong numbers were not always called active
NTR1 ag: agonists of NTR1, primary screen, imaging, U2OS cells, beta-arrestin-GFP, high content (AID 493036); P30989; NTR1-U2OS beta-arrestin-GFP spot imaging, agonist mode; activation, % at 20 µM; actives 0.17% (n = 330,000);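 active = activation at or above 40% of the spot to cytoplasm intensity ratio, with at least 20 cells analyzed; inconclusive = wells under 20 cells, flagged as cytotoxic or low count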;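 also: 0% = DMSO without peptide and 100% = 100 nM NTR1 peptide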
Target sequence (P30989 whole entry, looked up): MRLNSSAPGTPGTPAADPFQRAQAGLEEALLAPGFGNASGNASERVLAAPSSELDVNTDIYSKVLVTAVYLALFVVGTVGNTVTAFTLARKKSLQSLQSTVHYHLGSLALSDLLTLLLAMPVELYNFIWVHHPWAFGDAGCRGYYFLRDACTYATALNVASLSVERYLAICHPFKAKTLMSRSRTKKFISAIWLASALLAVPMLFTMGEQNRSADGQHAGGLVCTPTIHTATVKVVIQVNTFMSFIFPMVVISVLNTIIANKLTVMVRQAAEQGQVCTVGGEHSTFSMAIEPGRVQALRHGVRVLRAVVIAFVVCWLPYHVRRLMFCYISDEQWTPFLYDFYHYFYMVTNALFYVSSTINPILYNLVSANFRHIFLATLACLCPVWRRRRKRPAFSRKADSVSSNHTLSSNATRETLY
PhoP inhibition: inhibitors of PhoP regulon expression, primary screen, Salmonella Typhimurium, GFP reporter (AID 1863); S. Typhimurium PhoP-regulated promoter GFP reporter, 4 h; higher % means a stronger effect; inhibition, % at 50 µM, or IC50 in µM where a hit was titrated; actives 0.16% (n = 300,000);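 active = inhibition over 29.93%, a cutoff 3 SD above the screen mean, later confirmed by dose response; inconclusive = inhibition over 29.93% but no dose response follow-up; inactive = inhibition at most 29.93% or unconfirmed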;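 also: 0% = low Mg2+ inducing control and 100% = high Mg2+ repressing control; strong numbers were not always called active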
NS5 inhibitors: Dengue-2 NS5 methyltransferase inhibitors, primary screen, biochemical, confirmation dose response (AID 588689); Dengue-2 NS5 methyltransferase capping enzyme assay, biochemical; higher % means a stronger effect; one-dose inhibition, % at 25 µM; IC50 in µM for titrated hits; actives 0.3% (n = 340,000); in the data active = a potency from the dose series; inconclusive = inhibition above about 29% without an active follow-up result
SV40 large T antigen: TAg ATPase/helicase activity blockers – biochemical (AID 1903); one-dose inhibition, % at 20 µM; IC50 in µM for titrated hits; SV40 large T antigen ATPase/helicase inhibition assay; higher % means a stronger effect; actives 0.39% (n = 310,000); in the data active = a potency from the dose series; inconclusive = inhibition mostly from about 32% at the one dose, without a potency; inactive = the rest, 99 in 100 with inhibition below about 32%; also: strong numbers were not always called active
K1F lysis inhibition: inhibition of K1F phage lysis, E. coli UTI89, bacterial capsule biogenesis inhibitors, alamar blue (AID 488966); E. coli UTI89 K1F phage lysis, alamar blue, 2 h; higher % means a stronger effect; inhibition, % at 100 µM, or IC50 in µM where a hit was titrated; actives 0.02% (n = 340,000);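 active = phage lysis inhibition, versus mean bacterial control, above a set limit; inconclusive = no clear call, values can overlap the other calls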;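 also: capsule biogenesis inhibitors block K1F phage lysis so surviving cells raise fluorescence; higher fluorescence means more inhibition of phage lysis; actives were called in the ten point dose series up to 300 µM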
MgcRacGAP inhibition: MgcRacGAP GTPase-activating activity inhibitors, confirmation, biochemical, ADP Hunter fluorescence; MgcRacGAP-stimulated Rac1 GTP hydrolysis, ADP Hunter fluorescence; higher % means a stronger effect; GST-tagged Rac1 F28L mutant substrate; one-dose inhibition, % at 30 µM; IC50 in µM for titrated hits; actives 0.6% (n = 340,000); AID 624330;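 active = first-screen hits whose inhibition reached a set limit at any dose in the follow-up dose series; inconclusive = inhibition above the set first-screen limit but never retested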;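 also: fluorescence reports GDP produced by GAP-driven GTP hydrolysis; strong numbers were not always called active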
T cell HTS vesicle-bound %: also measured in T cell HTS; calls as there; double positive events, %; measured here: CD8+ vesicle-bound cell fraction;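 binding gate set so that unloaded-vesicle control wells show 10% double positive cells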
NTR1 ag cell count 20 µM: further read-out of NTR1 ag, marked with its call; cell count; measured here: cell count, cytotoxicity flag
NS5 inhibitors pilot replicate: further read-out of NS5 inhibitors, marked with its call; inhibition, %; measured here: pilot screen replicate inhibition
* marks the source's active call; other numbers are inactive results; i = inactive; u = inconclusive; x = not tested or not shown; [ ] = remark or other dose.

SMILES	T cell HTS	T cell HTS vesicle-bound %	West Nile virus CPE	RSV antiviral HEp-2	NTR1 ag	NTR1 ag cell count 20 µM	PhoP inhibition	NS5 inhibitors	SV40 large T antigen	K1F lysis inhibition	MgcRacGAP inhibition	others
COC(=O)CSc1nc(-c2ccc(F)cc2)cc(C(F)(F)F)n1	i	22	0.0%	3.3%	2.2	42	3%	-2%	22%	0.6%	5%
CCSc1nc2ccccc2c(=O)n1-c1c(C)n(C)n(-c2ccccc2)c1=O	i	23	-0.4%	-0.1%	-0.8	33	5%	-6%	13%	0.4%	4%
Cc1ccc(-c2nnc(SCC(=O)N3CCCC3)o2)cc1C	i	57	-0.2%	2.1%	-1.2	54	-13%	x	2%	-0.1%	-6%
CCN1CCN(C(=O)CCc2nnc(CCCCc3ccccc3)o2)[C@@H](C)C1=O	i	31	-1.0%	-0.4%	-0.8	36	-6%	-6%	9%	-0.3%	7%
CC(=O)Nc1ccc(SCC(=O)Nc2ccc(Cl)cn2)cc1	i	43	0.4%	2.5%	-0.3	53	-2%	3%	7%	0.1%	9%
CC(OC(=O)C1CC1)C(=O)Nc1cc(Cl)cc(Cl)c1 (stereo not given)	i	30	x	x	-1.8	41	x	-2%	x	-1.4%	3%
CN(Cc1ccccc1)C(=O)CCC1CCN(S(=O)(=O)N(C)C)CC1	i	58	-0.5%	0.9%	0.7	58	7%	0%	6%	0.1%	7%
CCc1nnc(NC(=O)C2CCCN(S(=O)(=O)c3ccccc3)C2)s1 (stereo not given)	i	37	-0.4%	-0.2%	-0.4	55	-2%	0%	3%	-0.1%	1%
Cc1cc(NC(=O)c2c(F)cccc2Cl)no1	i	45	-0.5%	0.0%	1.3	78	-4%	-5%	8%	0.0%	7%
O=C(CCc1ccccc1)NNC(=O)c1ccncc1	i	28	x	x	-0.2	75	x	-6%	x	0.0%	0%
Cn1ncc2c(NNC(=O)Cc3cccc4ccccc34)ncnc21	i	11	-0.6%	0.8%	1.5	43	-3%	1%	6%	2.5%[50 µM]	5%
Cc1ccc(C(=O)NCCc2cccs2)cc1	i	37	0.8%	4.2%	-1.2	70	1%	-1%	1%	0.2%	2%
COc1ccc(OC)c(/C(C)=N\NC(=O)c2cc3cc(Cl)ccc3n2C)c1	i	58	1.7%	-1.4%	3.8	71	-4%	x	8%	0.3%	12%
COC(=O)CN1C(=O)[C@H]2[C@@H](C3CC3)N3C(=O)CN(Cc4ccc(-c5ccccc5)cc4)C(=O)[C@@]3(Cc3ccccc3)[C@H]2C1=O	i	26	-1.6%	1.8%	-0.8	100	x	-3%	16%	1.4%	7%
O=C(O)c1ccc(N/N=C/c2cc3cc4c(cc3nc2Cl)OCCO4)cc1	i	55	0.3%	6.7%	-0.9	59	-9%	0%	27%	0.1%[50 µM]	7%
Cn1c(N)c(N=Nc2ccc(S(N)(=O)=O)cc2)c(=O)n(C)c1=O	i	63	0.7%	2.4%	-0.3	110	-5%	-1%	-2%	0.1%	6%
CSCC[C@H](NC(=O)N1CCn2c1nc1ccccc12)C(=O)NCc1ccc(F)cc1	i	23	-0.1%	2.6%	1.8	62	6%	-2%	0%	-0.1%	8%
N#Cc1ccc(NC(=O)CCc2nc3ccccc3s2)cc1	i	50	0.0%	2.4%	1.2	44	-16%	-5%	8%	3.8%	10%
CCN(C[C@H]1N[C@@](C)(C(=O)OC)[C@H]2C(=O)N(Cc3ccccc3)C(=O)[C@@H]12)C(=O)c1ccccc1	i	15	x	x	-2.6	33	x	-1%	x	1.4%	6%	NS5 inhibitors pilot replicate=-7.0
Cc1nc(/N=C\c2ccc(N(C)C)cc2)sc1C	i	45	x	0.6%	-2.2	97	x	-2%	14%	1.4%	5%
COc1cccc(C2C(C#N)=C(N)SC(c3ccccc3)C2[N+](=O)[O-])c1 (stereo not given)	i	37	-1.4%	19%	-1.4	44	14%	-9%	4%	-0.2%	8%
CC(C)(C)C(=O)Nc1sc2c(c1C(=O)Nc1ccccn1)CCCC2	i	19	-0.9%	0.9%	8.3	62	5%	-1%	2%	0.7%	-1%
Cc1ccc(C(O)(CCN2CCCCC2)c2ccccc2)cc1 (stereo not given)	i	34	-1.0%	0.5%	-1.6	71	1%	0%	1%	0.3%	7%
CC1(C)CC2(CCO1)C(Nc1ccccc1)=NC(=S)N2CC(N)=O (stereo not given)	i	21	1.0%	0.2%	1.1	48	-3%	-1%	1%	0.8%	11%
O=C(CSc1nc(=O)n(CCCN2CCOCC2)c2c1CCCC2)Nc1ccc(F)cc1F	i	43	x	-0.1%	-0.8	64	7%	3%	10%	0.4%[50 µM]	6%
O=C(N/C(=C/c1cccnc1)C(=O)N1CCCCCC1)c1cccc(Br)c1	i	16	-0.8%	1.5%	0.3	60	2%	1%	19%	0.0%	7%
CCOc1ccccc1C(=O)NC(C(=O)N(C)Cc1ccc2c(c1)OCO2)C(C)C (stereo not given)	i	34	x	2.6%	0.4	60	x	2%	x	0.6%[50 µM]	5%
O=C(Nc1ccc([N+](=O)[O-])cc1)N1CCN(C(=O)C2CCCO2)CC1 (stereo not given)	i	31	-0.3%	2.0%	1.3	59	6%	-1%	27%	1.5%[50 µM]	10%
O=C1C=C(c2cccc(Cl)c2O)C[C@@H](c2ccc3c(c2)OCO3)C1	i	57	x	3.5%	-0.6	52	x	-8%	x	-0.2%	4%
O=C(N/N=C/c1ccccn1)c1ccc(NC(=O)c2ccc(F)cc2)cc1	i	15	0.0%	21%	6.5	49	8%	-6%	-2%	0.2%	4%
c1ccc(-c2nnc(-c3ccccc3)o2)cc1	i	62	0.0%	2.9%	0.7	49	5%	-3%	-2%	u	5%
COc1ccc(-c2cc(=O)oc3cc(OCC(=O)NCC(O)c4ccccc4)ccc23)cc1 (stereo not given)	i	30	0.1%	1.2%	-3.1	83	4%	4%	1%	-2.6%	-5%
O=C(CSc1nnc(-c2ccc(O)cc2)o1)Nc1cccc(O)c1	i	48	0.3%	1.9%	8.0	39	2%	0%	7%	1.2%	7%
CCC(=O)c1ccc(OCCSc2ncccn2)cc1	i	38	-0.4%	0.6%	-0.9	43	9%	-2%	-2%	9.1%	6%
Cc1ccc(N2C(=O)Nc3ccc(Br)cc3C2(O)C(=O)NCCN(C)C)cc1C (stereo not given)	i	30	-0.1%	-0.5%	-1.2	87	5%	-1%	5%	0.0%	14%
O=C(NCCc1nccs1)C1CCC(=O)N(Cc2cccc(C(F)(F)F)c2)C1 (stereo not given)	i	63	-0.5%	2.3%	1.4	52	-3%	1%	22%	1.4%[50 µM]	5%
O=C(COC(=O)COc1ccccc1)Nc1ccc2c(c1)OCCO2	i	53	x	x	0.2	57	x	0%	x	-0.4%	1%
O=C(C[n+]1ccccc1)Nc1cc(C(F)(F)F)ccc1Cl	i	51	0.0%	1.0%	-2.5	62	10%	1%	6%	0.4%	7%
CCc1c(C)c2ccc(OC3CCCCC3=O)cc2oc1=O (stereo not given)	i	24	-0.6%	3.3%	3.0	86	-6%	4%	5%	-1.1%[50 µM]	7%
COc1ccc(C2/C=C\CN(C(=O)c3ccc(C)cc3)[C@H](Cc3ccccc3)C(=O)N2Cc2ccc(F)cc2)cc1 (stereo not given in full)	i	18	0.5%	11%	1.4	55	6%	1%	6%	0.1%	0%

A portion taken from the entries so far:
SMILES	T cell HTS	T cell HTS vesicle-bound %	West Nile virus CPE	RSV antiviral HEp-2	NTR1 ag	NTR1 ag cell count 20 µM	PhoP inhibition	NS5 inhibitors	SV40 large T antigen	K1F lysis inhibition	MgcRacGAP inhibition	others
c1ccc(-c2nnc(-c3ccccc3)o2)cc1	i	62	0.0%	2.9%	0.7	49	5%	-3%	-2%	u	5%
COc1ccc(-c2cc(=O)oc3cc(OCC(=O)NCC(O)c4ccccc4)ccc23)cc1 (stereo not given)	i	30	0.1%	1.2%	-3.1	83	4%	4%	1%	-2.6%	-5%

Next part:
SMILES	T cell HTS	T cell HTS vesicle-bound %	West Nile virus CPE	RSV antiviral HEp-2	NTR1 ag	NTR1 ag cell count 20 µM	PhoP inhibition	NS5 inhibitors	SV40 large T antigen	K1F lysis inhibition	MgcRacGAP inhibition	others
O=C(CC1SC(=NCCc2ccccc2)N(/N=C/c2cccs2)C1=O)Nc1ccc(Cl)cc1 (stereo not given)	i	53	-0.5%	4.0%	16	80	-6%	-1%	-2%	0.9%[50 µM]	9%
CNC(=S)c1cc(C(C)(C)C)c(O)c(C(C)(C)C)c1	i	30	-0.8%	0.7%	5.1	57	-9%	-2%	8%	-0.4%	-8%
O=C(CNC(=O)c1ccc(F)cc1)N/N=C/c1cccnc1	i	16	-0.2%	0.5%	-0.2	48	8%	-2%	1%	0.2%	6%
O=C(c1ccc(Cl)cc1)c1cc([N+](=O)[O-])ccc1N1CCOCC1	i	32	-1.3%	-1.0%	0.1	54	1%	-4%	2%	0.1%	4%
CCOC(=O)N/N=C/c1cc(C)n(-c2cccc3ccccc23)c1C	i	40	0.4%	4.4%	1.2	83	1%	1%	22%	0.1%	8%
Cc1cccc(NS(=O)(=O)c2ccc3c(c2)oc(=O)n3C)c1C	i	37	-0.9%	1.4%	0.8	54	-5%	1%	18%	0.4%	9%	NS5 inhibitors pilot replicate=1.5
C/C(=N\NC(=O)CNC(=O)c1ccncc1)c1ccc(C)cc1	i	54	0.6%	-1.4%	0.3	41	-8%	-3%	-2%	-0.3%	-6%
CC(C)Oc1ccc(C(=O)NC2(C(F)(F)F)NC(=O)N(CCCc3ccccc3)C2=O)cc1 (stereo not given)	i	16	-1.6%	1.3%	26	67	-1%	4%	7%	0.3%	3%
COc1cc(NC(=O)c2ccc(-c3ccc(Br)cc3)o2)ccc1NC(=O)C(C)C	i	41	-0.1%	2.6%	1.7	44	-7%	-4%	2%	-0.1%	-9%
O=C1CCN(Cc2cccnc2)CCN1[C@H](CO)Cc1ccccc1	i	24	-0.4%	0.7%	-1.1	102	6%	2%	16%	1.9%	9%
Cc1ccc(CNC(=O)COC(=O)c2cccnc2Cl)cc1	i	16	x	x	0.4	66	x	0%	x	-2.8%	1%
Cc1csc(=O)n1CC(=O)OCc1nnc(-c2ccc([N+](=O)[O-])cc2)o1	i	30	x	2.6%	1.4	94	x	-1%	x	1.1%[50 µM]	0%
c1ccc(CN2CCOCC2)cc1	i	25	0.1%	1.6%	2.2	45	4%	-4%	15%	0.3%	-5%

Screens: PubChem BioAssay, several laboratories
